# Source: PubChem (several laboratories)
# AHR act = human AHR activation. P35869. AHR-responsive luciferase reporter cells, luminescence. activation, % at 5 µM. actives 2.5% (n = 320,000); in the data active = activation above about 47%;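 note: 0% = vehicle wells and 100% = reference agonist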
# MEX-5 binding = C. elegans MEX-5 TCR-2 RNA binding activity; MEX-5/FITC-TCR2 RNA binding, fluorescence polarization; active compounds read low; activity score (negative = inhibition of binding), % at 10 µM; actives 0.38% (n = 300,000); AID 1832;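 active = inhibition past about -25% in most replicates, and total fluorescence under double the plate's negative control median, limit read from the data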;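 note: 0% = DMSO and -100% = 5 µM competing unlabeled TCR2 RNA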
# Target sequence (Q9XUB2 whole entry, looked up): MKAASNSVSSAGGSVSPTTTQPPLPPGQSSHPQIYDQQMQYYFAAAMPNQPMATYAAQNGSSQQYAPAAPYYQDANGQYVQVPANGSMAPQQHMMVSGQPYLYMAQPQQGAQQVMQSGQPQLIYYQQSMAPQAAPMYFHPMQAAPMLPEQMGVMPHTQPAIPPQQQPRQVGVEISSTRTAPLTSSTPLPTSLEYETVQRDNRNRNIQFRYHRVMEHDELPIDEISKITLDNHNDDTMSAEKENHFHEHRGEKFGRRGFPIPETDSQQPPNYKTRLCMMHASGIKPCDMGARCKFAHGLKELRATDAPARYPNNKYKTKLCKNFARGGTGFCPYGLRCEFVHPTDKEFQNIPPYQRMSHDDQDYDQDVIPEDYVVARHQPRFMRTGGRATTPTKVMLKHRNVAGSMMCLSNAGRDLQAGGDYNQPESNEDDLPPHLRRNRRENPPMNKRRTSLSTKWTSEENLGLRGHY
# Fam108B counter = blocks mouse Fam108B hydrolase in RBBP9 counter-screen | recombinant Fam108B, FP-Rh probe fluorescence polarization | inhibition, % at 9.51 µM | actives 0.33% (n = 300,000) | AID 1947;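 active = inhibition above the screen mean inhibition plus 3 SD, computed separately per campaign, cut at about 18% in these data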;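 note: inhibitors lower polarization as less probe binds the enzyme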
# MCL1 BIM primary = inhibitors of human MCL1 binding to BIM-BH3 peptide. Q07820. GST-MCL1 / FITC-Bim-BH3 fluorescence polarization. inhibition, % at 10.9 µM. actives 0.68% (n = 320,000). AID 2057;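 active = inhibition above the mean inhibition of all tested compounds plus 3 SD, set per campaign, cut at about 40% in these data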;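 note: 0% = DMSO wells and 100% = unlabeled Bim-BH3 peptide control; higher means more loss of mP so more displacement of Bim peptide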
# Bcl-xL primary = inhibitors of human Bcl-xL. Q07817. GST-Bcl-xL / FITC-Bim BH3 peptide fluorescence polarization. inhibition, % at 10.9 µM. actives 0.7% (n = 320,000);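 active = inhibition above the mean of all tested compounds plus 3 SD, cutoff set per campaign, cut at about 30% in these data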;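 note: 0% = DMSO wells and 100% = unlabeled Bim-BH3 peptide competitor; inhibitors lower millipolarization by displacing the labeled peptide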
# GLD-1 TGE inh = GLD-1-TGE RNA interaction inhibition (C. elegans); Q17339; purified GLD-1 + fluorescein TGE RNA, fluorescence polarization; inhibition, % at 5.96 µM; actives 0.44% (n = 320,000);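 active = percent inhibition above a per-plate cutoff, the plate mean of test compounds plus 3 SD, cut at about 30% in these data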;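 note: 0% = DMSO wells with GLD-1 and probe and 100% = wells lacking GLD-1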
# Target sequence (Q17339 whole entry, looked up): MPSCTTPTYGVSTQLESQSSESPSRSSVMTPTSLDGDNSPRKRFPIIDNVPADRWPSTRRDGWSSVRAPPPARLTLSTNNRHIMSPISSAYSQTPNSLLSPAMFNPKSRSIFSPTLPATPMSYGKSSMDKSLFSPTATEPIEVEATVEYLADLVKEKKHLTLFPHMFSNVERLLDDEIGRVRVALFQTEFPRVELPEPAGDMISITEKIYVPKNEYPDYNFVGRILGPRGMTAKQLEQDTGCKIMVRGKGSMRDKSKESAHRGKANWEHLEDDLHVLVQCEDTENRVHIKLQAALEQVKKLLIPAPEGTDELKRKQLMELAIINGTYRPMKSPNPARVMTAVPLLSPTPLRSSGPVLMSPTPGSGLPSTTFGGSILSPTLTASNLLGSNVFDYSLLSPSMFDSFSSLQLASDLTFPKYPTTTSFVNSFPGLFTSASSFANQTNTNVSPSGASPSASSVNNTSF
# PME-1 primary = blocks human protein phosphatase methylesterase 1. AID 2130. Q9Y570. recombinant PME-1, FP-Rh probe fluorescence polarization. actives 0.53% (n = 320,000). inhibition, % at 5.9 µM;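 active = inhibition above the campaign mean of all compounds plus 3 SD, cut at about 26% in these data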;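 note: competitive labeling of PME-1 active site by serine hydrolase directed probe; 0% = PME-1 with DMSO and 100% = wells lacking PME-1 enzyme; inhibitors block probe labeling so polarization falls and inhibition rises; many of its hits are not listed in these tables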
# pPAFAH FP inh = pPAFAH (human) enzyme inhibition; Q13093; recombinant pPAFAH, FP-rhodamine probe fluorescence polarization; inhibition, % at 3.39 µM; actives 1.5% (n = 330,000);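 active = inhibition above the mean inhibition across the screen plus 3 SD, cut at about 25% in these data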;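 note: inhibitors block binding of the rhodamine activity-based probe so polarization drops; 0% = enzyme with DMSO and 100% = wells lacking pPAFAH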
# PAFAH1B2 FP inh = PAFAH1B2 (human) inhibition; P68402; recombinant PAFAH1B2, FP-rhodamine activity probe, fluorescence polarization; inhibition, % at 3.39 µM; actives 1.2% (n = 340,000);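 active = inhibition above the mean of all tested compounds plus 3 SD, cut at about 24% in these data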;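 note: 0% = enzyme with DMSO and 100% = wells lacking PAFAH1B2; many of its hits are not listed in these tables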
# Active calls of the source: *; . = not tested or not shown. Not all compounds are listed; count on the stated rates, not on these rows.
# Preview (19 entries):
SMILES	MCL1 BIM primary	AHR act	Fam108B counter	PAFAH1B2 FP inh	GLD-1 TGE inh	PME-1 primary	pPAFAH FP inh	Bcl-xL primary	MEX-5 binding
CN1C(=O)C(O)(CC(=O)/C=C/c2ccco2)c2cc(Br)ccc21 (stereo unspecified)	2	20	-1	-3	3	-5	4	6	0.0
O=C(Nc1cc(C(F)(F)F)ccc1N1CCOCC1)c1ccccc1	6	5	-3	0	-2	-3	-4	3	1.4
COc1ccc(-n2c(N)c(C(=O)NCC3CCCO3)sc2=S)cc1 (stereo unspecified)	-4	7	-10	-2	3	-5	-6	1	-0.8
Cc1ccc(CN2CCN(Cc3ccc4c(c3)OCCO4)CC2CCO)cc1 (stereo unspecified)	0	0	-2	6	2	1	2	1	-2.1
Cc1ccc(S(=O)(=O)N2CCOCC2)cc1NC(=O)COC(=O)Cc1ccsc1	5	13	3	5	3	4	8	8	-0.6
COc1ccc(S(=O)(=O)N2CC(C)N(C(=O)N(C)C)C2C(C)C)cc1 (stereo unspecified)	-3	0	1	3	2	2	0	2	-0.1
CCCNC(=S)N1CCN(c2nc(C)nc3sc4c(c23)CCCC4)CC1	10	-1	0	0	-2	-3	0	4	2.4
CC1(C)CC(=O)c2cc(C(=O)NC3CCSC3=O)c(=O)n(-c3ccccc3)c2C1 (stereo unspecified)	1	1	0	-5	-4	4	2	-1	-0.4
O=C(NC(=S)Nc1ccc(CN2CCOCC2)cc1)c1cc2ccccc2o1	10	-1	-4	1	3	-7	1	10	1.1
O=C(NC(=S)N1CCc2ccccc21)c1ccccc1Cl	4	2	-1	3	4	1	2	4	-1.3
c1ccc2sc(Nc3nc4cc5c(cc4s3)OCO5)nc2c1	3	137*	3	5	1	47*	11	2	-0.1
CC(C)(C)c1ccc(OCC(=O)Nc2ccc(-c3nc4cccnc4o3)cc2)cc1	3	9	-9	-5	-7	-36	-2	5	-2.0
COc1ccccc1-n1nnnc1SCC(=O)N(C)C1CCS(=O)(=O)C1 (stereo unspecified)	3	1	.	2	-5	-6	-5	-1	.
C/C(Cl)=C\Cn1c(NCCc2ccccc2)nc2c1c(=O)n(C)c(=O)n2C	-6	1	3	3	3	-2	7	1	-0.9
O=C(/C=C/c1ccccc1)C1C(=O)c2ccccc2C1=O	-7	21	-5	3	6	7	-6	-6	-0.6
N#CC1(NC(=O)COC(=O)/C=C/c2ccc3ccccc3n2)CCCCC1	-13	19	-3	2	0	-4	18	32*	-0.3
COc1ccc(Cl)cc1NC(=S)NC(=O)c1ccc2c(c1)OCO2	7	11	-3	7	1	-1	2	2	-3.5
COc1ccc(-c2cc3c(=O)n(CC(=O)NCc4cccnc4)nc(C)n3n2)cc1	1	0	2	3	-1	-6	3	6	3.8
COc1ccc(C2C(C(=O)O)c3ccccc3C(=O)N2C)cc1Br (stereo unspecified)	5	1	0	1	6	0	2	8	0.6

# Main list, from the start:
SMILES	MCL1 BIM primary	AHR act	Fam108B counter	PAFAH1B2 FP inh	GLD-1 TGE inh	PME-1 primary	pPAFAH FP inh	Bcl-xL primary	MEX-5 binding
CN1C(=O)C(O)(CC(=O)/C=C/c2ccco2)c2cc(Br)ccc21 (stereo unspecified)	2	20	-1	-3	3	-5	4	6	0.0
O=C(Nc1cc(C(F)(F)F)ccc1N1CCOCC1)c1ccccc1	6	5	-3	0	-2	-3	-4	3	1.4
COc1ccc(-n2c(N)c(C(=O)NCC3CCCO3)sc2=S)cc1 (stereo unspecified)	-4	7	-10	-2	3	-5	-6	1	-0.8
Cc1ccc(CN2CCN(Cc3ccc4c(c3)OCCO4)CC2CCO)cc1 (stereo unspecified)	0	0	-2	6	2	1	2	1	-2.1
Cc1ccc(S(=O)(=O)N2CCOCC2)cc1NC(=O)COC(=O)Cc1ccsc1	5	13	3	5	3	4	8	8	-0.6
COc1ccc(S(=O)(=O)N2CC(C)N(C(=O)N(C)C)C2C(C)C)cc1 (stereo unspecified)	-3	0	1	3	2	2	0	2	-0.1
CCCNC(=S)N1CCN(c2nc(C)nc3sc4c(c23)CCCC4)CC1	10	-1	0	0	-2	-3	0	4	2.4
CC1(C)CC(=O)c2cc(C(=O)NC3CCSC3=O)c(=O)n(-c3ccccc3)c2C1 (stereo unspecified)	1	1	0	-5	-4	4	2	-1	-0.4
O=C(NC(=S)Nc1ccc(CN2CCOCC2)cc1)c1cc2ccccc2o1	10	-1	-4	1	3	-7	1	10	1.1
O=C(NC(=S)N1CCc2ccccc21)c1ccccc1Cl	4	2	-1	3	4	1	2	4	-1.3
c1ccc2sc(Nc3nc4cc5c(cc4s3)OCO5)nc2c1	3	137*	3	5	1	47*	11	2	-0.1
CC(C)(C)c1ccc(OCC(=O)Nc2ccc(-c3nc4cccnc4o3)cc2)cc1	3	9	-9	-5	-7	-36	-2	5	-2.0
COc1ccccc1-n1nnnc1SCC(=O)N(C)C1CCS(=O)(=O)C1 (stereo unspecified)	3	1	.	2	-5	-6	-5	-1	.
C/C(Cl)=C\Cn1c(NCCc2ccccc2)nc2c1c(=O)n(C)c(=O)n2C	-6	1	3	3	3	-2	7	1	-0.9
O=C(/C=C/c1ccccc1)C1C(=O)c2ccccc2C1=O	-7	21	-5	3	6	7	-6	-6	-0.6
N#CC1(NC(=O)COC(=O)/C=C/c2ccc3ccccc3n2)CCCCC1	-13	19	-3	2	0	-4	18	32*	-0.3
COc1ccc(Cl)cc1NC(=S)NC(=O)c1ccc2c(c1)OCO2	7	11	-3	7	1	-1	2	2	-3.5
COc1ccc(-c2cc3c(=O)n(CC(=O)NCc4cccnc4)nc(C)n3n2)cc1	1	0	2	3	-1	-6	3	6	3.8
COc1ccc(C2C(C(=O)O)c3ccccc3C(=O)N2C)cc1Br (stereo unspecified)	5	1	0	1	6	0	2	8	0.6
COc1ccc(CNC(=O)CSCc2ccccc2Cl)cc1	0	3	1	-1	3	2	5	2	-0.8
O=C1CC(c2ccc(O)c(O)c2)Oc2cc(O)cc(O)c21 (stereo unspecified)	20	-1	-7	1	4	-6	7	7	4.5
CC(=O)c1sc(Nc2ccccn2)nc1C	0	61*	-2	-5	2	-3	3	4	0.7
Cc1cc(C)n(-c2ncc(-c3ccccc3)nn2)n1	2	-4	2	0	-6	2	2	8	-2.4
O=S(=O)(c1ccc2nc(Cc3ccccc3)[nH]c2c1)N1CCOCC1	5	-2	1	-3	7	-1	5	2	2.8
COc1ccc(-c2cc(-c3ccccc3)nc(SC(C)C(=O)O)c2C#N)cc1 (stereo unspecified)	9	0	-3	12	4	-1	7	21	1.8
Cc1cc(Cl)ccc1NNC(=O)c1snnc1C	7	0	2	4	1	2	-2	11	1.8
Cc1occc(=O)c1OCc1ccc(Cl)cc1Cl	0	-3	6	5	-4	0	4	3	0.4
CCCCN(C1CCS(=O)(=O)C1)S(=O)(=O)c1cccs1 (stereo unspecified)	0	5	-3	1	-7	1	-2	0	1.7
Cc1ccc(OCCNC(=O)c2cccc(C)c2)cc1	3	0	0	1	0	15	1	2	3.0
CC(=O)Nc1cccc(CP(=O)(c2ccccc2)c2ccccc2)c1	0	-5	-1	1	9	1	3	-2	1.1
NS(=O)(=O)c1cccc(NC(=O)Nc2ccc(Cl)cc2)c1	-6	15	-8	-2	5	-12	1	1	-5.0
Cc1ccc(NC(=O)c2ccc3c(c2)CCN3S(C)(=O)=O)cc1C	3	4	1	0	0	-2	-4	3	0.3
COCCN(C(=O)CN1CCCc2ccccc21)c1c(N)n(Cc2ccccc2)c(=O)[nH]c1=O	5	5	6	-4	2	3	3	7	0.0
CNC(=S)NNC(=O)c1cccc(N(C)C)c1	4	2	-2	2	1	-2	5	6	-4.8
c1ccc(NNC2=NCCCCC2)cc1	3	1	0	1	-5	-3	4	6	-0.3
Cc1ccc(S(=O)(=O)c2nc(-c3ccccc3)oc2NCCN2CCOCC2)cc1	-11	-4	-8	2	-2	-6	-3	-3	0.0
CCNS(=O)(=O)c1cc(OC)ccc1OC	-3	-1	3	-1	1	-1	-1	2	1.6
O=C(c1ccc(S(=O)(=O)c2ccccc2)cc1)N1CCCCCC1	6	-2	2	-1	11	-5	10	6	0.8
COc1cccc(CC2(CO)CCCN(Cc3cnn(-c4ccccc4)c3)C2)c1 (stereo unspecified)	6	0	0	0	-4	-3	1	10	-1.8
O=C(Nc1cccnc1)c1ccc(Cl)c(S(=O)(=O)N2CCOCC2)c1	-2	19	-5	7	4	6	-2	-2	-0.7
COc1cc(C=Nc2c(C)cc(C)cc2C)ccc1OC(C)=O	8	-4	-1	0	-4	6	1	3	-2.4
O=C(O)/C=C/c1cccc(NC(=O)Nc2ccc([N+](=O)[O-])cc2)c1	4	3	0	1	9	0	-2	5	0.3
COc1ccccc1N=CC1=C(O)CC(c2ccccc2)CC1=O (stereo unspecified)	-3	100*	8	-2	2	-2	1	4	-1.1
COCCNCCCCOc1ccccc1-c1ccccc1	2	4	-1	2	-6	1	1	-2	1.6
COc1cc2ccccc2cc1C(=O)N1CCCCC1	-1	4	2	1	5	6	0	4	0.3
CC1=CC(C)(C)N(C(=O)CSc2nnc(N)s2)c2cc(C)c(C)cc21	-2	0	0	5	4	-4	1	1	-1.2
CCOC(=O)Nc1sc(C)c(C)c1C(N)=O	-6	-1	4	-2	4	-5	3	5	-1.8
CC(C)NC(=O)C1CCCN(S(=O)(=O)c2cccc3nonc23)C1 (stereo unspecified)	8	-2	2	4	-6	-2	3	7	-1.0
COc1cc2c(cc1OC)-c1cc(NCc3ccccn3)nc(=O)n1CC2	5	10	-4	-4	2	6	9	12	-3.6
CC(C)OC(=O)CSc1nnc(SCc2cccc3ccccc23)s1	-3	1	-6	0	1	-5	9	-5	0.5
C[C@@H]1[C@H](O)C[C@@]23COC(=O)C2=CCC[C@@H]3[C@@]1(C)CC/C(=C/CO)CO	0	1	0	7	2	4	-5	4	.
CC(=O)Nc1cccc(C(=O)Nc2cccc3ncccc23)c1	-20	2	0	0	-3	-2	2	-10	0.2
COc1ccc(C(=O)CC(=O)C(=O)Nc2cc(C)ccc2C)cc1	0	32	-2	2	-6	1	2	1	-0.1
Cc1cc(S(=O)(=O)NC(C)C)ccc1OCC(=O)N1CCOCC1	0	-2	3	3	1	5	4	5	0.0
COCCN(C(=O)COC(=O)/C=C/c1nc2ccccc2s1)c1c(N)n(Cc2ccccc2)c(=O)[nH]c1=O	4	8	1	1	-7	1	3	-3	-1.5
CC(C)(C)n1nnnc1C(c1ccc(C#N)cc1)N1CCCC2(CCCCC2)C1 (stereo unspecified)	5	0	2	5	2	1	9	0	1.8
